Source: PubChem
GPR55 activation: selective activators of receptor GPR55 – imaging, U2OS cells, beta-arrestin-GFP redistribution, primary screen (AID 1961). 0.048% of 290,000 active. activation, % at 10 µM; hits with a dose series show EC50 in µM. U2OS GPR55 beta-arrestin-GFP redistribution imaging; higher % means a stronger effect;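 active = activation above 40% with more than 50 cells counted in the well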;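 note: U2OS osteosarcoma cells stably expressing GPR55 and beta-arrestin-GFP; plate controls were DMSO negative control for no effect and LPI positive control for full effect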
NTR1 ag: agonists of NTR1, primary screen, imaging, U2OS cells, beta-arrestin-GFP, high content (AID 493036); NTR1-U2OS beta-arrestin-GFP spot imaging, agonist mode; activation, % at 20 µM; 0.17% of 330,000 active;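 active = activation at or above 40% of the spot to cytoplasm intensity ratio, with at least 20 cells analyzed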;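 note: 0% = DMSO without peptide and 100% = 100 nM NTR1 peptide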
Target sequence (P30989 whole entry, looked up): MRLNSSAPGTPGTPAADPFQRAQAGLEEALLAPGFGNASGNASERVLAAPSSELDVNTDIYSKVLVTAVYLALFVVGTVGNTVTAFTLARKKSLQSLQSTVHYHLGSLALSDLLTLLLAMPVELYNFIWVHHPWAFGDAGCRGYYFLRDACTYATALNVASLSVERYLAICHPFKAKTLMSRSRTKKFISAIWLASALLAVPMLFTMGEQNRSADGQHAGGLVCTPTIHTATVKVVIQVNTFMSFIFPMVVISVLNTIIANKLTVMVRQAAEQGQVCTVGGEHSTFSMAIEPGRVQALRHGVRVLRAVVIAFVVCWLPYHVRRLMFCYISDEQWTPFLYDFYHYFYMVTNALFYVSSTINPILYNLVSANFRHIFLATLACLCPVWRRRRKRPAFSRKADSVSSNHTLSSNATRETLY
TNAP activation fold: human TNAP enzyme activators, primary screen, biochemical, luminescent, no phosphate acceptor, uHTS (AID 1001); purified TNAP, luminescent activation assay, no phosphate acceptor; higher activation fold means a stronger effect; one-dose activation fold at 20 µM; EC50 in µM for titrated hits; 0.03% of 200,000 active; in the data active = activation fold from about 3, or a potency from the dose series; inactive = the rest, 99 in 100 with activation fold below about 1.6; note: many of its hits are not listed in these tables
CSM14.1 death rescue: protection against thapsigargin-triggered cell killing – 384-well, CSM14.1, ATP luminescence, primary screen (AID 1222); CSM14.1 thapsigargin-induced death rescue, ATP luminescence; higher % means a stronger effect; cellular ATP content (survival), % at 20 µM, or EC50 in µM where a hit was titrated; 190,000 tested, under 10 active;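 active = EC50 below 50 µM in the dose-response confirmation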;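 note: death triggered by thapsigargin at about 15 µM added after 2 h compound pretreatment; cell ATP read after overnight thapsigargin exposure of roughly 18 to 22 hours; normalized against plate controls of thapsigargin alone and 5% DMSO vehicle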
KOR beta-arrestin-1: kappa opioid receptor blockers – cell-based, luminescence, uHTS (AID 1778); 0.091% of 290,000 active; inhibition, % at 10 µM; hits with a dose series show IC50 in µM; KOR beta-arrestin recruitment, luminescence, antagonist mode; higher % means a stronger effect; note: strong numbers were not always called active
KOR beta-arrestin-2: kappa opioid receptor activators – cell-based, luminescence, uHTS, primary screen (AID 1777); KOR beta-arrestin recruitment, luminescence; higher % means a stronger effect; activation, % at 10 µM, or EC50 in µM where a hit was titrated; 0.02% of 280,000 active; in the data active = activation above about 50%, passing the limit was not always enough; note: a part of the inactive calls stands beside numbers as strong as those of hits
Yfh1-depleted yeast: mitochondrial function rescue without frataxin homolog – Friedreich's ataxia, plus single-dose screen, dose response (AID 1465); S. cerevisiae Yfh1-off respiration, WST-1 reduction, 72 h; higher fold induction means a stronger effect; fold induction at 50 µM; hits with a dose series show EC50 in µM; 0.074% of 220,000 active;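 active = fold induction of absorbance versus untreated yeast above a set limit, then at least 30% activation at any dose in follow-up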;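 note: activators that raise dye reduction in frataxin-depleted yeast; strong numbers were not always called active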
HEK293 NOD2/NF-kB: inhibition of NOD2-driven NF-kB reporter – cell-based, luminescence, uHTS, HEK293 (AID 1566); HEK293 NOD2/NF-kB luciferase reporter, luminescence; higher % means a stronger effect; one-dose inhibition, % at 4 µM; EC50 in µM for titrated hits; 0.63% of 290,000 active; note: many of its hits are not listed in these tables
NOD1 NF-kB reporter: NOD1 signaling inhibitors, primary screen, cell-based, luminescence, uHTS (AID 1578). NOD1-driven NF-kB luciferase reporter cells, luminescence; higher % means a stronger effect. 1% of 290,000 active. one-dose inhibition, % at 4 µM; EC50 in µM for titrated hits; in the data active = inhibition mostly above about 36%, no sharp cut-off; inactive = mostly below about 34%;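 note: HEK-293T reporter cells stimulated with the NOD1 agonist gamma-tri-DAP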
NTR1 ag cell count 20 µM: further read-out of NTR1 ag, marked with its call; cell count; measured here: cell count, cytotoxicity flag
The depositor's hits bear a star; i = inactive; . = not tested or not shown; [ ] = remark or other dose. Cut-off read from the data, not from the text of the source, unless noted: active = inhibition above about 50%; inactive = the rest. Only part of the results is shown; the hit share may differ from the screen's.

SMILES | GPR55 activation | NTR1 ag | NTR1 ag cell count 20 µM | TNAP activation fold | CSM14.1 death rescue | KOR beta-arrestin-1 | KOR beta-arrestin-2 | Yfh1-depleted yeast | HEK293 NOD2/NF-kB | NOD1 NF-kB reporter
Fc1ccc(C2c3[nH]c4ccccc4c3CCN2CCCn2cccn2)cc1 (stereo not drawn) | 0.0% | 1.3 | 72 | . | . | 6% | 2.5% | i | -4% | -8%
O=C(NCC1CCCO1)Nc1ccccc1 (stereo not drawn) | -0.1% | -2.4 | 54 | 1.2 | -0.8% | -29% | -6.1% | i | 5% | -13%
COc1cccc(-c2nc(NCc3ccccc3)c3ccccc3n2)c1O | 0.0% | 17 | 62 | . | . | -61% | -3.8% | . | 16% | 4%
Cc1cc(=O)n2[nH]c(-c3cccc(Cl)c3)cc2n1 | -0.1% | 0.0 | 84 | . | . | 16% | 6.4% | . | -46% | -2%
O=S1(=O)CC(NCc2ccccc2)C(Nc2ccccc2)C1 (stereo not drawn) | 0.5% | 0.8 | 47 | 1.1 | -2.1% | -8% | 0.6% | i | 10% | -18%
CC(C)OP(=O)(c1ccc(N(C)C)cc1)C(O)c1c(Cl)cccc1Cl (stereo not drawn) | -0.2% | -2.6 | 79 | 1.1 | -0.2% | -7% | 0.7% | i | -1% | -2%
O=C(NCc1ccccc1)NC1(C(=O)N2CCN3CCCC3C2)CCCCC1 (stereo not drawn) | -0.3% | -1.2 | 52 | 1.1 | -2.2% | -18% | -6.3% | i | 14% | -9%
NC(=O)c1ccc(C(=O)N/N=C(/Cc2ccccc2)c2ccccc2)cc1 | -0.1% | 3.1 | 64 | . | . | 3% | -5.3% | . | 4% | -38%
CCOC(=O)c1sc(N2N=C(C)C(N=Nc3cccc(C)c3)C2=O)nc1C (stereo not drawn) | -0.3% | 3.4 | 57 | . | . | 5% | -4.3% | i | 31% | 5%
Nc1cc(CN2C(=O)c3ccccc3C2=O)cc(Cl)c1O | -0.1% | 2.4 | 68 | 1.1 | -3.3% | 13% | -1.0% | i | 11% | .
O=C(CC1CCCCC1)NCCOc1ccccc1 | 0.2% | 5.6 | 40 | 1.1 | -0.8% | -23% | -2.8% | i | 0% | -39%
O=C(CCCc1nc(-c2ccccc2Cl)no1)N1CCOCC1 | -0.2% | 1.3 | 54 | 1.1 | 0.3% | -6% | 2.8% | i | -9% | -35%
COc1cc(CNC(C)C23CC4CC(CC(C4)C2)C3)ccc1OCC(=O)NC(C)(C)C (stereo not drawn) | -0.1% | -0.1 | 97 | . | . | 13% | -3.3% | . | -2% | -15%
CCCCOc1ccc(C(=O)N2CCCC2C(=O)O)cc1 (stereo not drawn) | -0.1% | 0.0 | 42 | 1.1 | 2.0% | -1% | -6.9% | i | 8% | -34%
CC(C)NCC(O)(c1ccc(Cl)cc1)c1ccc(Cl)cc1 | 0.1% | 0.3 | 80 | 1 | -1.4% | 3% | -4.6% | i | -2% | -25%
CCCCCn1c2nc3ccccc3nc2c2c(=O)n(CC(C)C)cnc21 | -0.2% | 5.1 | 66 | 1.1 | 1.6% | -45% | -2.5% | i | 15% | -9%
COc1ccc(N2CCN(C(CNC(=O)c3ccc4c(c3)OCO4)c3ccco3)CC2)cc1 (stereo not drawn) | 0.1% | 0.7 | 53 | 1.1 | . | -29% | 3.1% | i | -22% | -37%
O=C(N=C1SC2CS(=O)(=O)CC2N1c1ccccc1)C1CC1 (stereo not drawn) | -0.2% | 1.0 | 60 | . | . | -17% | -0.1% | . | -19% | -26%
COC(=O)CCN(C(=O)c1cc(OC)c(OC)c(OC)c1)c1ccccn1 | -0.1% | 1.0 | 57 | 1.1 | -4.6% | 3% | 5.1% | i | 0% | -11%
Cc1ccc(NC(=O)c2cn(-c3cccc(C)n3)cn2)cc1 | 0.2% | -0.7 | 51 | 1 | -1.2% | -13% | 4.1% | i | -55% | -4%
COC(=O)C1CN(C(=O)c2ccc(OC(F)F)cc2)c2ccccc2O1 (stereo not drawn) | -0.1% | -1.7 | 47 | . | . | -25% | 1.1% | . | -10% | -38%
CCc1ccc(NC(=O)c2cnc3n(c2=O)CCS3)cc1 | -0.1% | -1.4 | 85 | 1.2 | 0.4% | 21% | -5.6% | i | -28% | -20%
COc1ccc(C2c3ccc(O)cc3Oc3ncn(Cc4ccccc4)c(=N)c32)cc1OC (stereo not drawn) | 0.9% | -0.6 | 57 | . | . | 23% | -4.3% | i | -10% | -2%
Cc1nc2ccc(F)cc2cc1C(=O)NC(C)C | 0.5% | -1.2 | 50 | 1 | -0.1% | -2% | 3.7% | i | 10% | -7%
CN(C)c1ccc(C(CC(=O)O)NC(=O)c2ccc(Cl)cc2)cc1 (stereo not drawn) | -0.2% | 0.6 | 64 | 1.1 | -2.1% | -19% | -5.5% | i | 9% | 10%
O=C(OCC(=O)N1CCN(c2ccccc2)CC1)C1=COCCO1 | 0.2% | 0.3 | 74 | 1.1 | -2.4% | 7% | . | i | -10% | -13%
O=C(CSc1nnc2scc(-c3ccccc3)n12)NCc1ccco1 | 0.1% | 1.6 | 86 | 1.1 | -1.4% | -11% | 1.8% | i | 16% | -19%
CC(C)CNc1cc(=O)n(C)c(=O)n1C | -0.2% | 6.8 | 68 | 1 | 5.3% | 27% | -3.9% | i | 15% | -9%
CC1(C)CC(=O)C2=C(C1)Oc1ncn3nc(-c4cccnc4)nc3c1C2c1ccccc1 (stereo not drawn) | 0.1% | . | . | 0.9 | -1.1% | -1% | 3.7% | . | 9% | 13%
COc1ccccc1NC(=O)Cn1c(CN2CCCCC2)nc2ccccc2c1=O | 0.3% | -0.3 | 58 | 1 | 1.4% | 2% | 3.3% | i | 7% | -7%
CCc1nn(-c2ccccc2)c2c1-c1cc(OC)c(OC)cc1C1(N2)C(=O)Nc2ccccc21 (stereo not drawn) | 0.3% | 8.4 | 44 | 1.1 | -1.3% | -14% | -11% | . | 7% | 4%
O=C(Nc1ccc(N2CCCC(O)C2)cc1)c1snc2c(=O)[nH]cnc12 (stereo not drawn) | -0.1% | 1.9 | 44 | 0.9 | -7.3% | -2% | 1.6% | i | -8% | -20%
Cc1ccccc1-n1c(N)c(C(=O)Nc2ccc(F)cc2)sc1=S | -0.6% | 3.3 | 54 | 1.1 | 3.0% | -9% | 3.4% | i | 14% | -40%
CC(NC(=O)c1cc(=O)[nH]c2ccccc12)c1ccc(F)cc1F (stereo not drawn) | 0.0% | 0.5 | 56 | . | . | -12% | 2.8% | . | -34% | 28%
Cc1ccc(C2=NOC(C)(c3nnc(-c4ccc(F)cc4)o3)C2)cc1 (stereo not drawn) | -0.2% | 1.1 | 89 | . | . | 3% | 3.5% | i | 17% | 8%
CCSc1nnc(NC(=O)C2CC(=O)N(Cc3ccccc3)C2)s1 (stereo not drawn) | 0.7% | 2.4 | 56 | 1.1 | . | 5% | -4.6% | i | 7% | -30%
O=C(CCC(=O)N1CCN(c2ccc(F)cc2)CC1)c1ccc(F)cc1 | -0.1% | -0.4 | 56 | . | . | 16% | 1.3% | i | -3% | -7%
Cc1ccc(N2C(=O)C(CC(=O)Nc3cccc(F)c3)N(CCc3ccncc3)C2=O)cc1 (stereo not drawn) | 1.0% | 0.6 | 63 | 1.1 | 0.2% | 12% | -3.7% | i | 10% | -18%
Cc1ccccc1NS(=O)(=O)c1ccc2c(c1)oc(=O)n2C | 0.0% | 1.1 | 44 | . | . | 0% | 0.6% | . | 7% | -15%
Cc1ccc(NC(=S)N(CCN2CCCCC2)Cc2ccco2)cc1Cl | -0.3% | 4.8 | 64 | 1 | -0.6% | 21% | 6.0% | i | -12% | -6%
Cc1cc2nn(-c3ccc(Cl)cc3)nc2cc1N | -0.1% | 0.4 | 76 | . | . | -36% | -1.1% | . | -200% | -13%
COc1ccccc1-n1c(SCC(=O)Nc2ccc(C)cc2)nc(O)cc1=O | -0.1% | 1.4 | 62 | 1.2 | 0.4% | -27% | -5.3% | i | 5% | 10%
O=C1CC(c2ccccc2Cl)=NN(c2ncnc3ccccc23)C1=O | -0.2% | 1.9 | 75 | 1.1 | 0.2% | -2% | -2.9% | i | -31% | -23%
Cc1ccc(N)c(C(O)(C(F)(F)F)C(F)(F)F)c1 | -0.1% | 0.6 | 66 | 1.1 | -1.1% | -5% | -5.6% | i | 6% | -6%
Cc1ccc(N=Cc2c(O)n(-c3ccc4c(c3)OCO4)c(=O)c3ccccc23)cc1 | 0.3% | 2.8 | 34 | 0.9 | 4.7% | -40% | -1.5% | i | -8% | -5%
Cc1cc(-c2nnc(SCC(=O)Nc3ccccc3C(F)(F)F)o2)c(C)n1-c1ccccc1 | 0.0% | 0.5 | 72 | 1.1 | 0.0% | -24% | 3.3% | i | 43% | 42%
CC(C)N(CCO)Cc1nc(C(c2ccccc2)c2ccccc2)no1 | 0.7% | -0.1 | 45 | . | . | 10% | -0.2% | . | 4% | -11%
CCSc1nc2c(cnn2-c2ccc(C)c(C)c2)c(=O)[nH]1 | -0.1% | -1.1 | 81 | 1.1 | -0.8% | 12% | 2.4% | i | -7% | -17%

Random excerpt: four records from the list.
SMILES | GPR55 activation | NTR1 ag | NTR1 ag cell count 20 µM | TNAP activation fold | CSM14.1 death rescue | KOR beta-arrestin-1 | KOR beta-arrestin-2 | Yfh1-depleted yeast | HEK293 NOD2/NF-kB | NOD1 NF-kB reporter
Cc1ccc(N)c(C(O)(C(F)(F)F)C(F)(F)F)c1 | -0.1% | 0.6 | 66 | 1.1 | -1.1% | -5% | -5.6% | i | 6% | -6%
O=C1CC(c2ccccc2Cl)=NN(c2ncnc3ccccc23)C1=O | -0.2% | 1.9 | 75 | 1.1 | 0.2% | -2% | -2.9% | i | -31% | -23%
Cc1cc(-c2nnc(SCC(=O)Nc3ccccc3C(F)(F)F)o2)c(C)n1-c1ccccc1 | 0.0% | 0.5 | 72 | 1.1 | 0.0% | -24% | 3.3% | i | 43% | 42%
COc1ccccc1-n1c(SCC(=O)Nc2ccc(C)cc2)nc(O)cc1=O | -0.1% | 1.4 | 62 | 1.2 | 0.4% | -27% | -5.3% | i | 5% | 10%

(next part)
SMILES | GPR55 activation | NTR1 ag | NTR1 ag cell count 20 µM | TNAP activation fold | CSM14.1 death rescue | KOR beta-arrestin-1 | KOR beta-arrestin-2 | Yfh1-depleted yeast | HEK293 NOD2/NF-kB | NOD1 NF-kB reporter
CCCn1c(=O)c(C(=O)NCC2CCCO2)c(O)c2ccccc21 (stereo not drawn) | 0.0% | 1.0 | 59 | 1 | 3.5% | -13%[20 µM] | . | i | 6% | -24%
O=C(c1ccccc1)c1ccc2c(c1)OCCCO2 | 0.3% | 1.0 | 52 | . | . | 12% | 3.2% | i | -150% | -17%
CN(C)c1ccc(NC(=O)CN2CCN(S(=O)(=O)c3cc(Cl)ccc3Cl)CC2)cc1 | 0.2% | 0.5 | 65 | 1.1 | 1.8% | 18% | -1.9% | i | -65% | -11%
COc1ccc(OCc2cc(C(=O)NCc3nc(C)cs3)no2)c(Cl)c1 | 0.5% | -0.3 | 57 | . | . | 18% | 3.9% | . | -41% | -59%
